HTT cytoprotect: Huntington cell model cytoprotection by ATP luminescence; PC12 HTT-Q103 induced, cytoprotection, ATP luminescence, 40 h; Potency, µM (series often up to 56.4 µM), inactives show cytoprotection (ATP increase), hits mostly activators; 230,000 tested, 0.14% active;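 note: potency is the fitted concentration of half-maximal effect; % of control where 0% means no effect; nearly all actives have a fitted effect of over 45% in size; toxic huntingtin expression switched on by the ecdysone agonist tebufenozide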
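Huntington model: PC12 line, ecdysone-inducible HTTQ103 exon1–GFP, tebufenozide 100 nM. Test articles in a dose series. Endpoint luminescence from cellular ATP.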
CBFb RUNX1 block: CBF-beta/RUNX1 interaction disruption. 230,000 tested, under 10 active. Potency, µM (series often up to 59.8 µM), for the others: at the highest dose activity, negative = inhibition, hits mostly inhibitors. AlphaScreen CBFb-His/RUNX1-biotin binding, biochemical. AID 1477; note: % of control where 0% means no effect
Target sequence (Q01196 whole entry, looked up): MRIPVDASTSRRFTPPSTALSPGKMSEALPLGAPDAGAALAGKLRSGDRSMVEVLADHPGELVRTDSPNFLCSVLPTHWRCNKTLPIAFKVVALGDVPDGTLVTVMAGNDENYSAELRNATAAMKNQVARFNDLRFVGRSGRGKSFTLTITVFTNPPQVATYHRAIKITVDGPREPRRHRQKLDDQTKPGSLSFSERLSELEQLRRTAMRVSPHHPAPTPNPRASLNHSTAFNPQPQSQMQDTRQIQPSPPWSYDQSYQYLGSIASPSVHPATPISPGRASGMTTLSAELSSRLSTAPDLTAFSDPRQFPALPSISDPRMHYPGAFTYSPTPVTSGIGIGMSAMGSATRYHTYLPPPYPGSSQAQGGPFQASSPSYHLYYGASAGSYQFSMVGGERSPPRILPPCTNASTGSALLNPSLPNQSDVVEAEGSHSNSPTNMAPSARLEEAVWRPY
Target sequence (Q13951 whole entry, looked up): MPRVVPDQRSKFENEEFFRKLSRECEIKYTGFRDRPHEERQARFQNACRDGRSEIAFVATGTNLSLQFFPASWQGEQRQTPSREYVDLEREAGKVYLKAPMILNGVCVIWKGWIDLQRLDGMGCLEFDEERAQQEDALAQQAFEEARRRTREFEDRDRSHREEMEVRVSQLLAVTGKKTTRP
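Interaction loss through any mechanism counts as activity. Pre-formed complex of His-CBF-beta and biotin-RUNX1 (30 nM apiece) is incubated with compound 15 min, then with 50 ng nickel and 50 ng streptavidin beads for 90 min before AlphaScreen detection.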
KinaseGlo FLuc: Kinase-Glo luciferase inhibition (counter-screen); Q27757; Kinase-Glo luciferase, ATP luminescence, 8 min; Potency, µM (highest dose often 38.3 µM), without a hit: at the top dose activity change, negative = inhibition, most hits filed as inhibitors; 200,000 tested, 0.28% active; AID 1379; note: potency is the fitted concentration of half-maximal effect; % is set by controls: 0 for no effect and ±100 for the full control effect; nearly all actives have a fitted effect of over 60% in size
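Recombinant Kinase-Glo luciferase, 10 uM ATP (linear range), luciferin; imidazole pH 7.2 / KCl / MgCl2 / Tween / BSA buffer; 8 min RT; luminescence.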
SMN2 splice enh: SMN2 splice variant enhancement; HEK293 SMN2-luciferase splicing reporter, luminescence, 30-36 h; Potency, µM (titrated, usually from 46.1 µM), inactives show top-dose activity change, positive = activation, most hits filed as activators; 210,000 tested, 2.8% active; note: potency is the fitted concentration of half-maximal effect; % of control where 0% means no effect; nearly all actives have a fitted effect of over 55% in size
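qHTS luciferase splicing reporter: luminescence rises when SMN2 exon 7 is included in transfected HEK293 cells. Compound exposure lasted 30-36 h at 37C, with 4.5 mM final sodium butyrate as control, followed by a ONE-Glo read.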
IMPase Li cell: IMPase inhibition in cells with lithium potentiation. CHO-M1 cells, IP1 TR-FRET (IP-One), carbachol + lithium. AID 1457. Potency, µM (highest dose often 59.4 µM), inactives show top-dose activity, negative = IMPase inhibition, most hits filed as inhibitors. 210,000 tested, 0.35% active;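 note: IP1 builds up when IMPase is blocked and the TR-FRET signal falls; potency is the fitted concentration of half-maximal effect; plate controls were basal vehicle for no effect and high inhibitor control for full effect; nearly all actives have a fitted effect of over 50% in size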
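Readout is a homogeneous TR-FRET IP1 immunoassay (Ex 320, Em 665 and 620), where raised cytosolic IP1 lowers signal. Cells were CHO-M1 treated 30 min at 37C with test compounds plus a little lithium; AC50 values came from Hill-equation fitting.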
HttQ103 aggreg: mutant huntingtin aggregation inhibition; PC12 HttQ103-GFP aggregates, Acumen cytometry, 40 h; Potency, µM (doses to about 46.1 µM), without a hit: at the highest dose activity change, negative = inhibition, usual class: inhibitors; 220,000 tested, 1.1% active; AID 1688; note: potency is the fitted concentration of half-maximal effect; % is set by controls: 0 for no effect and ±100 for the full control effect; nearly all actives have a fitted effect of over 60% in size
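Multiplexed with ATP-based cell death, this channel scores GFP aggregates in PC12 cells expressing inducible HTTex1-Q103-GFP. Induction used 100 nM tebufenozide; compounds were tested in concentration series.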
LMNA splice mod: changes lamin A minigene splicing in HeLa cells. HeLa LMNA splicing GFP/RFP minigene ratio, 48 h. Potency, µM (titrated, usually from 46.1 µM), without a hit: top-dose ratio change, negative = inhibition, actives largely listed as inhibitors. 200,000 tested, 0.01% active. AID 1487; active = well fitted inhibition curve with a large enough effect in the signal ratio, with a control signal flat, not every such curve was filed as active; inconclusive = small, poorly fitted or top-dose-only effect, or effect the other way, or a change in a side signal; the % refers to the signal ratio; note: potency is the fitted concentration of half-maximal effect; % is set by controls: 0 for no effect and ±100 for the full control effect
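Read-out is the ratio of GFP to DsRed2 object intensity, acquired by 488 nm laser-scanning cytometry on HeLa lamin A-EGFP minigene reporter cells. Compound incubation 48 hrs at 37 °C in Opti-MEM with 2% FBS; DMSO 0.5% final.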
An asterisk follows results filed as active; u = inconclusive; x = no result given; [ ] = dose if it differs, or a comment. Unless noted, calls come from the whole dose curve; as a rule, active = well fitted curve in the direction sought with a large enough effect; inconclusive = small, poorly fitted or top-dose-only effect, or another doubt; inactive = no such curve, though single readings can be large; an effect the other way counts as inactive or inconclusive.

SMILES	HTT cytoprotect	CBFb RUNX1 block	KinaseGlo FLuc	SMN2 splice enh	IMPase Li cell	HttQ103 aggreg	LMNA splice mod
Cc1ccc2nc3c(c(C(=O)O)c2c1)CCC3	1%	-1%	-1%	2%	0%[38.3 µM]	3%	7%
CCn1c(SCC(=O)N2CCCCC2)nnc1-c1ccc(S(=O)(=O)N2CCN(C)CC2)cc1	2%[10 µM]	2%	0%	2%	29%[38.3 µM]	-17%	1%
Cc1cc(C)n(-c2cc(C)c(C)cc2Br)n1	12%	-1%	-1%	14%	31%[activator][38.3 µM]	-21%	-5%
COc1ccc(NC(=O)/C=C/C(=O)O)cc1Cl	15%[10 µM]	5%	6%	12%	12%[38.3 µM]	u	-6%
CCCn1c(=O)c(C(=O)NCc2ccco2)c(O)c2ccccc21	-25%	-1%	-1%	-22%	-3%	3%	u
O=C(Nc1ccc(F)cc1)c1ccccc1NS(=O)(=O)N1CCCC1	5%[10 µM]	1%	0%	x	7%	-1%[9.22 µM]	u
CCN(CCn1cccn1)C(=O)CCc1nnc(C2(c3ccc(Cl)cc3)CCC2)o1	13%[10 µM]	5%	-3%	x	15%	7%[9.22 µM]	-6%[46 µM]
O=C(CSC1=NCCN1)NC12CC3CC(CC(C3)C1)C2	-15%[10 µM]	2%	3%	6%	10%[38.3 µM]	-12%	u
Brc1ccc(C2CC(c3ccccc3)=Nc3ccccc3N2)cc1 (configuration not stated)	11%[10 µM]	-2%	-13%	11µM*	8%	8%	u
O=C(COC(=O)c1ccccc1C(=O)c1ccc(Cl)cc1)NC(c1ccccc1)c1ccccc1	10%[1.9 µM]	-3%	0%	-24%	8%	3%	-8%
CCCS(=O)(=O)c1c(S(=O)(=O)CCC)c2c(C)cccn2c1C(N)=O	2%[10 µM]	3%	3%	-11%	6%	3%	-2%
COc1ccc(OCC(O)CN2CCN(Cc3ccc4c(c3)OCO4)CC2)cc1 (configuration not stated)	x	3%	-2%	-14%	-2%	21%	u
COC(=O)C1=C(C)N(Cc2ccc(C)cc2)C(=O)/C1=C\c1ccc(O)c(OC)c1	-56%[inhibitor]	-4%	-3%	17%	-5%[38.3 µM]	u	u
COCCCNC(=O)/C=C/c1cccc(Cl)c1	-11%	-1%	-2%	2%	-3%[38.3 µM]	4%	19%
CCOc1cc(OCC)c(C(C)=O)cc1OCC	7%	13%[21.7 µM]	x	0%	3%	x	x
Cc1ccc(NC(=O)CN2C(=O)S/C(=C\c3cc(C)n(-c4cccc(C(=O)O)c4)c3C)C2=O)cc1	-27%	5%	x	x	x	15%	x
COc1ccc2c(c1)Sc1ccccc1N2	1%[10 µM]	u	0%	-67%[inhibitor]	1%	7.9µM*	u
Cc1c(C(=O)CN2CCSCC2)c2ccccc2n1C	u	4%	-2%	-21%	11%[38.3 µM]	7%	11%
Cc1ccccc1OCC(=O)OCC(=O)c1ccc(-c2ccccc2)cc1	10%[10 µM]	15%	-1%	0%	-9%	4%	-14%
C/C(=N\Nc1cccc2cccnc12)c1ccc[nH]1	-40%[10 µM]	u	-17%	11µM*	3%	-2%	u
COc1ccc(N2C(=O)CC(NC34CC5CC(CC(C5)C3)C4)C2=O)c(OC)c1 (configuration not stated)	9%	-2%	1%	u	10%[38.3 µM]	1%	-6%
O=C(C1=C[C@@H]2[C@H]3C(=O)N(c4ccccc4Cl)C(=O)[C@H]3[C@@H](C(=O)c3ccc(Cl)cc3)N2C=C1)c1ccccc1	17%[10 µM]	-13%	2%	-15%	3%	23%	7%
Cc1cc(-c2nnc(CCC(=O)N(CC3CC3)CC3CCCO3)o2)no1 (configuration not stated)	12%[10 µM]	4%	x	x	-2%	-5%[9.22 µM]	x
C=CCNC(=O)Cc1c(OC)ccc2cc(Br)ccc12	-31%	-1%	4%	-34%	u	-7%[9.22 µM]	x
COc1ccc(CCN2CC(C(=O)NCc3ccco3)CC2=O)cc1OC (configuration not stated)	14%	-11%	4%	6%	-9%[38.3 µM]	-8%[9.22 µM]	9%
COCCN1C(=O)/C(=C/c2ccc(N3CCCC3)cc2)SC1=S	-27%	1%	-10%	14%	6%	-13%[9.22 µM]	x
COc1ccccc1NS(=O)(=O)c1cccc(-n2c(O)c(C=Nc3ccccc3C(=O)O)c3ccccc3c2=O)c1	33%[10 µM]	u	x	x	x	26%[9.22 µM]	x
CN(Cc1ccccc1)C(=O)CCC(=O)N(C)Cc1ccccc1	-12%[10 µM]	1%	1%	17%	-2%[38.3 µM]	-4%	0%
O=C1c2ccccc2NC(c2ccncc2)N1c1ccccn1 (configuration not stated)	-6%	14%	5%	26%	u	-3%	19%
CCC(C)C1NC(=S)N(C2CCCCC2)C1=O (configuration not stated)	-1%	-4%	0%	5%	4%[38.3 µM]	-11%	0%

An excerpt from above in order of length of the SMILES, falling:
SMILES	HTT cytoprotect	CBFb RUNX1 block	KinaseGlo FLuc	SMN2 splice enh	IMPase Li cell	HttQ103 aggreg	LMNA splice mod
COc1ccccc1NS(=O)(=O)c1cccc(-n2c(O)c(C=Nc3ccccc3C(=O)O)c3ccccc3c2=O)c1	33%[10 µM]	u	x	x	x	26%[9.22 µM]	x
Cc1cc(-c2nnc(CCC(=O)N(CC3CC3)CC3CCCO3)o2)no1 (configuration not stated)	12%[10 µM]	4%	x	x	-2%	-5%[9.22 µM]	x
COc1ccc(CCN2CC(C(=O)NCc3ccco3)CC2=O)cc1OC (configuration not stated)	14%	-11%	4%	6%	-9%[38.3 µM]	-8%[9.22 µM]	9%
COCCN1C(=O)/C(=C/c2ccc(N3CCCC3)cc2)SC1=S	-27%	1%	-10%	14%	6%	-13%[9.22 µM]	x
C=CCNC(=O)Cc1c(OC)ccc2cc(Br)ccc12	-31%	-1%	4%	-34%	u	-7%[9.22 µM]	x
CCC(C)C1NC(=S)N(C2CCCCC2)C1=O (configuration not stated)	-1%	-4%	0%	5%	4%[38.3 µM]	-11%	0%

(more compounds)
SMILES	HTT cytoprotect	CBFb RUNX1 block	KinaseGlo FLuc	SMN2 splice enh	IMPase Li cell	HttQ103 aggreg	LMNA splice mod
CCOC(=O)/C(C#N)=C/c1ccc(SC)cc1	-31%	-1%	-2%	-24%	-10%	-20%	x
COc1ccc(NC(=O)C2CSC(C)(C)N2C=O)cc1 (configuration not stated)	-42%[inhibitor]	0%	3%	8%	-2%	-4%	x
COc1ccc(C(=O)NCc2nnc(SCC(=O)N3CCCCC3)o2)cc1OC	-6%	4%	-9%	10%	39%[activator][38.3 µM]	17%[9.22 µM]	-11%
O=C1CCCCC1C(=O)c1ccccc1 (configuration not stated)	27%[10 µM]	-1%	x	x	x	9%[9.22 µM]	x
COc1ccccc1C(=O)NNC(=O)c1ccc(F)cc1	3%[10 µM]	5%	-9%	11µM*	-4%	-25%	-20%
Cc1cccc(NC(=O)c2cc(NC(=O)c3ccccc3)ccc2N2CCCCC2)c1	-8%	0%	15%	-45%[inhibitor]	u	3%	10%
O=C(Cc1ccc(Cl)cc1)NN1C(=O)c2ccccc2C1=O	-12%[0.074 µM]	3%	2%	1%	3%	8%	-6%
CCCn1cc(CN2CCCC(CNC(=O)c3ccc(F)cc3)C2)c(C)n1 (configuration not stated)	12%[10 µM]	-4%	3%	x	12%	23%[9.22 µM]	2%[46 µM]
O=C(COc1ccccc1C(=O)NCc1ccncc1)Nc1ccc(Br)cc1	28%[10 µM]	11%	4%	2%	13%	20%	-25%[46 µM]
O=C(O)/C=C\C(=O)NCc1ccccc1	13%	-4%	-1%	-11%	-7%[38.3 µM]	-7%	10%
CCn1cc(C(=O)NC(=S)Nc2cccc(O)c2)cn1	-15%	-1%	-1%	-1%	17%[38.3 µM]	-6%	20%
NC(=O)[C@@H]1CCCNc2c(F)cc([N+](=O)[O-])cc2C(=O)N[C@@H](CO)C(=O)NCC(=O)N1	x	8%[2.36 µM]	-1%	-15%	7%	-9%	u
O=C(CN(C(=O)c1ccccc1Cl)N1C(=O)C2C3C=CC(C3)C2C1=O)c1cccs1 (configuration not stated)	-38%	2%	4%	15%	-9%	24%	u
C[C@@](O)(CNS(=O)(=O)c1ccccc1)c1ccccc1	5%[10 µM]	x	-4%[7.66 µM]	-15%[9.22 µM]	-2%	x	x
CCOC(=O)c1ccc(N2C(=O)CC(N3CCN(C(=O)c4ccco4)CC3)C2=O)cc1 (configuration not stated)	0%	-11%	1%	-28%	-3%[38.3 µM]	-3%	1%
Cn1ccc(NC(=O)Nc2cccc(C(F)(F)F)c2)n1	-39%	14%	-1%	0%	1%	4%	u
COc1ccc(-c2ccoc2)cc1[C@H]1[C@H]2C=CC[C@@H](C)[C@@H]2C(=O)N1Cc1ccccc1	-4%[10 µM]	11%	x	x	x	31%[9.22 µM]	x
O=C(c1cc(C(F)(F)F)cc(C(F)(F)F)c1)N1CCC2(CC1)CN(c1ccccn1)C2	21%	x	0%	-71%[inhibitor]	14%	x	x

Source: PubChem
